Assay outcomes: PubChem BioAssay, Fisher Drug Discovery Resource Center
NPYLR7 agonist – activates Aedes aegypti NPYLR7 receptor | AID 1259423 | hit rate 0.15% among 270,000 | activation, % at 10 µM | HEK293T NPYLR7/Galpha15, GCaMP6s calcium fluorescence; in the data active = activation above about 40%;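 note: 0% = vehicle and 100% = reference agonist at the receptor; some compounds past the cut are filed as inactive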
hcGAS lum – inhibitors of human cGAS | Q8N884 | recombinant h-cGAS, ATP depletion, Kinase-Glo luminescence | inhibition, % at 12.5 µM | hit rate 0.081% among 290,000;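 note: 0% = vehicle reaction and 100% = reaction without DNA for no activity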
Target sequence (Q8N884 whole entry, looked up): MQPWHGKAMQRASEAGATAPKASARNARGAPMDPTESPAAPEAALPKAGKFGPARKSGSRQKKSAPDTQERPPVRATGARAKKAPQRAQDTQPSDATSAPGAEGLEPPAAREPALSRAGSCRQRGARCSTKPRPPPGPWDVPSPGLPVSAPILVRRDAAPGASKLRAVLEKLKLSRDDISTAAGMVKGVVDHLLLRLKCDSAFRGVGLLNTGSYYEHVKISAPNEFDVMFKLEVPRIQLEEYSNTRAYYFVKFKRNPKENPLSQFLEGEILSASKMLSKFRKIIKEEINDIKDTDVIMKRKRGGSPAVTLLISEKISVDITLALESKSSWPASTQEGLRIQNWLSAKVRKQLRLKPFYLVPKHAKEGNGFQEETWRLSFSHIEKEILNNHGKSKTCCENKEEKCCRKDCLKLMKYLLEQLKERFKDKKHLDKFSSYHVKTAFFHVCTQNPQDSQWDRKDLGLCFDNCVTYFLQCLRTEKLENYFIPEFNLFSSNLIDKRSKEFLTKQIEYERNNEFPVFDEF
mcGAS lum – inhibitors of mouse cGAS; inhibition, % at 12.5 µM; Q8C6L5; hit rate 0.15% among 160,000; recombinant cGAS, Kinase-Glo ATP depletion luminescence;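 note: 0% = negative control wells and 100% = reference inhibitor with no enzyme activity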
The depositor's hits bear a star; / = no result given; & = joins results of further samples. Cut-off read from the data, not from the text of the source, unless noted: active = inhibition above about 40%; inactive = the rest.

SMILES	NPYLR7 agonist	hcGAS lum	mcGAS lum
CCC(NC(=O)CCc1c(C)nc2ncnn2c1C)c1ccc(Br)cc1 (stereo unspecified)	16	-5	/
COc1ccccc1-c1ncc(OCC(F)(F)F)nc1NC(=O)c1cc2ccccc2s1	9	-2	-3
CC(Cc1ccc2c(c1)OCO2)c1c(-c2ccccc2)ncn1CCO (stereo unspecified)	-1	1	-17
COc1cc2c(cc1OC)C(c1cccc(C(F)(F)F)c1)N(C(=O)/C=C/c1ccccc1)CC2 (stereo unspecified)	16	-2	-7
O=c1[nH]c(/C(Cl)=C/c2ccsc2)nc2cc(C(F)(F)F)ccc12	0&6	-4&-11	-8
C=C(C)COc1ccc(C(=O)NC(C)c2ccc(C)cn2)cc1 (stereo unspecified)	-3	-5	-11
CCc1nn(C)c(NC(=O)c2cccc(CN3CCCC3C)c2)c1CC (stereo unspecified)	-3	-6	/
O=C1CCCN1CC1CCN(C(=O)c2ccc(N3CC=CC3)nc2)CC1	20	-1	-14
COC(=O)C1CCCN1C(=O)c1ccc(-c2ccc(F)cc2)o1 (stereo unspecified)	10	-8	/
Cc1cc(Cl)ccc1N=Cc1nc(-c2ccc(Cl)cc2)oc1O	0	-3	-6
COC(=O)c1ccc(-c2noc(CN3CCCCC3CCc3ccccn3)n2)cc1 (stereo unspecified)	-4	-7	-3
Cc1nc2ccccn2c1CC(=O)NCc1nc(-c2ccccc2)no1	6	-7	-9
Cc1nnc(NC(=O)CSc2nc(=O)n(CCO)c3c2CCC3)s1	-11	-2	8
COc1ccc(C(C)=O)cc1CC(=O)N1CC=C(c2ccccc2)CC1	0	-14	/
COc1ccc(C2Nc3ccccc3N=C3CC(c4ccc(Cl)cc4)CC(=O)C32)cc1 (stereo unspecified)	-5	-5	-5
Cc1ccccc1C(O)CNC(=O)c1ccc(-n2cncn2)c(F)c1 (stereo unspecified)	2	-8	/
Cc1cc(Cl)cc2c(N=Nc3ccc([N+](=O)[O-])cc3)c(O)[nH]c12	-2	-2	/
Cc1cc(F)ccc1Oc1cc(N2CCN(C(=O)CCc3ccccc3)C(C)C2)ncn1 (stereo unspecified)	/	-7	-5
CCc1ccc(C(=O)N2CCC3(CC2)OCC(C(=O)N2CCCC2)N3C(=O)c2cccc(C)c2)cc1 (stereo unspecified)	0	-7	-6
COc1ccc(Nc2nccc3c2cc(-c2ccccc2)n3C)cn1	-5	-4	-6
COc1cccc(Cc2c(C)nc(C)nc2N2CCN(C(=O)c3ccc(Br)cc3)CC2)c1	/	-2	-4
Cc1cc(NC(=O)c2ccccc2Cl)sc1C(=O)N1C(C(N)=O)CC2CCCCC21 (stereo unspecified)	-7	-3	-9
COc1cc(CN(C)C(=O)c2ccc(-c3cc(-c4ccc(Cl)cc4)[nH]n3)cc2)cc(OC)c1OC	/	-1	-5
Cn1cc(CN2CCN(Cc3nccn3C)CC2)c(-c2ccc3c(c2)OCCO3)n1	20&3	-6&0	/
CCOC(=O)c1cnc(-c2ccncc2)nc1NCc1c(C)nn(C)c1C	14	0	-2
CN(C)c1ccc(-c2nc3cc(NC(=O)c4ccc(F)cc4)ccc3o2)cc1	/	-1	-5
Cc1nnc(SCc2nc(-c3cccs3)no2)n1C1CC1	-3	-8	-7
COc1cccc(C(=O)Nc2cc3c4c(c2)C(C)C(=O)N4CCC3)c1OC (stereo unspecified)	8	-6	/
Cc1c(C)n2c3c(=O)n(CC(=O)OCc4ccccc4)c(=O)n(C)c3nc2n1Cc1ccco1	4	0	-5
Cc1cc(-c2csc(C3CC3)n2)c(C)n1-c1ncn[nH]1	1	-1	/

3 entries from above, with bars between the fields:
molecule | NPYLR7 agonist | hcGAS lum | mcGAS lum
COc1cc(CN(C)C(=O)c2ccc(-c3cc(-c4ccc(Cl)cc4)[nH]n3)cc2)cc(OC)c1OC | / | -1 | -5
Cn1cc(CN2CCN(Cc3nccn3C)CC2)c(-c2ccc3c(c2)OCCO3)n1 | 20&3 | -6&0 | /
Cc1cc(NC(=O)c2ccccc2Cl)sc1C(=O)N1C(C(N)=O)CC2CCCCC21 (stereo unspecified) | -7 | -3 | -9

Continuation:
SMILES	NPYLR7 agonist	hcGAS lum	mcGAS lum
COc1ccc(N2C(=O)C3CC=CC(C)C3C2=O)cc1 (stereo unspecified)	-1	-5	-6
O[Si](CCCN1CCCCC1)(c1ccc(F)cc1)C1CCCCC1 (stereo unspecified)	0	-3	-3
O=C(c1ccc2ccccc2c1)C1CCCN(Cc2nnc(-c3cccnc3)o2)C1 (stereo unspecified)	-1	-4	-12
COc1ccccc1N1CCN(c2ccc(NC(=O)CC(C)(C)C)cc2C(=O)NC(C)c2ccccc2)CC1 (stereo unspecified)	0	-7	-4
COc1cccc(CCNC(=O)c2ccc(N3CCNC(C)C3)nc2)c1OC (stereo unspecified)	9	-5	/
C/C=C\C(=O)NCC1CN(c2ccc3c(c2)OCO3)C(=O)O1 (stereo unspecified)	4	-4	/
C=CCNS(=O)(=O)c1ccc(C(=O)N(Cc2ccccc2F)C2CC2)cc1	-3	-12	/
CC1CN(Cc2cnc(Cl)s2)CC(C)O1 (stereo unspecified)	7	-10	/
CC1C(=O)N(c2cccc(F)c2)CCN1C(=O)c1cccc(Br)c1 (stereo unspecified)	-2	-2	-5
N#CC(=C1NS(=O)(=O)c2ccccc21)c1nc2ccccc2c(=O)[nH]1	1	34	/

5 compounds from above, reduced to hcGAS lum and mcGAS lum.
canonical_smiles | hcGAS lum | mcGAS lum
O[Si](CCCN1CCCCC1)(c1ccc(F)cc1)C1CCCCC1 (stereo unspecified) | -3 | -3
O=C(c1ccc2ccccc2c1)C1CCCN(Cc2nnc(-c3cccnc3)o2)C1 (stereo unspecified) | -4 | -12
COc1ccccc1N1CCN(c2ccc(NC(=O)CC(C)(C)C)cc2C(=O)NC(C)c2ccccc2)CC1 (stereo unspecified) | -7 | -4
COc1cccc(CCNC(=O)c2ccc(N3CCNC(C)C3)nc2)c1OC (stereo unspecified) | -5 | /
C/C=C\C(=O)NCC1CN(c2ccc3c(c2)OCO3)C(=O)O1 (stereo unspecified) | -4 | /

Continued.
SMILES	NPYLR7 agonist	hcGAS lum	mcGAS lum
O=C(NCc1ccc(OC(F)(F)F)cc1)c1cncn1-c1ccc(-c2ccc(F)c(F)c2)cc1	9	-1	-5
Cc1cc(=O)oc2cc(OCC(=O)NNC(=O)COc3ccc(Br)cc3)ccc12	-3	-3	-4
C=C(C)Cn1c(CCNC(=O)C(C)C)nc2ccccc21	-19	1	/
CN(C)c1ccccc1C(=O)NC1CCCN(CCc2ccccc2)C1 (stereo unspecified)	-4	1	/
Cc1ccccc1N1C(=O)C2C(c3ccc(Cl)cc3)OC3(C(=O)c4ccccc4C3=O)C2C1=O (stereo unspecified)	-3	-7	-5
CCCCn1c(N2CCCC(C(=O)NCc3cccnc3)C2)nc2ccccc21 (stereo unspecified)	/	-1	-2
Cc1ccc(OCCN2CCC2(C)C(=O)Nc2ccccc2Cc2ccccc2)cc1 (stereo unspecified)	5	-7	/
Cn1nc(-c2ccccn2)c2c1NC(=O)CC2c1cc(C#CCO)cs1 (stereo unspecified)	-4	-1	/
Cc1cc(C)n(C2CCN(c3nc(N(C)C)nc(C)c3C)C2)n1 (stereo unspecified)	0	-2	/
O=C(Nc1ccc(Cl)c(C(F)(F)F)c1)N1CCN(C(=O)c2cc(-c3ccccc3)nc3ccccc23)CC1	-8	0	/
O=[N+]([O-])/C=C/c1cccs1	3	-6	-4
CN1CC2(CCN(C(=O)CCS(=O)(=O)c3ccccc3)C2)OC1=O (stereo unspecified)	5	-4	/
CC1C(=O)N(C)CCN1C(=O)Cc1ccc(N2CCNC2=O)cc1 (stereo unspecified)	7	-3	/
Cc1ccc(-c2ccc(=O)n(CCCNC(=O)Nc3ccccc3C(F)(F)F)n2)cc1	3	0	/
COC(C(=O)Nc1ccnn1C1CCN(C(=O)C(=O)CC(C)C)CC1)c1ccccc1 (stereo unspecified)	-3	-1	/
COc1ccc(OC)c(NC(=O)Cn2ncn3nc4c(c3c2=O)CCCC4)c1	-2	-4	-7
Cc1csc(=O)n1CCCC(=O)NC1CCCc2ccccc21 (stereo unspecified)	6	0	-5
S=c1[nH]nc2c3ccccc3c(-c3ccccc3)nn12	-1	5	1
C[C@H](NC(=O)Cc1cc(F)cc(F)c1)C(=O)N[C@@H]1C(=O)N(C)c2ccccc2-c2ccccc21	-4	-11	-11
NC(=O)c1nc(-c2ccco2)nc2c1[nH]c(=O)n2-c1ccc2c(c1)OCO2	-6	-5	-6
COc1ccc(OC2CCN(C(C)=O)CC2)c(C(=O)NC(C)Cc2cccs2)c1 (stereo unspecified)	4	-7	/
Cc1c(-c2cc3c(s2)CCC3)nn(-c2ccccc2)c1N	-1	-5	/
CCc1cn[nH]c1C1CCN(C(=O)CC2CN(C(C)C)CCO2)CC1 (stereo unspecified)	/	-10	-5
Cc1cccnc1N1CCN(C(=O)C23CCC(C)(C(O)C2)C3(C)C)CC1 (stereo unspecified)	/	5	0
C=CCN1CCN(c2cccc(Br)c2)C(=O)C1C (stereo unspecified)	0	-3	/
CCCOC(=NCCOC)NC(=O)c1cccc(C)c1	-6	-4	-2
Cn1ccc(C(=O)N(CCN2CCOCC2)c2ccccc2)c1	-3	-9	-16
CCCOc1cccn2c(N(C)C(C)=O)c(CC)nc12	11	-6	-3
COc1cccc(CNC(=O)CCC2CCCN(C(=O)CCc3cc(C)cc(C)c3)C2)c1 (stereo unspecified)	6	-8	/
Cc1ccc(C(C)CCN2CCC(Oc3ccccc3C(=O)N3CCCCC3)CC2)o1 (stereo unspecified)	10	-10	-11
CN1CCCC2(CCN(C(=O)c3nc4ccccc4c(=O)[nH]3)C2)C1=O (stereo unspecified)	8	-6	/
COc1ccc(OC2OC3COC(c4ccccc4)OC3C(O)C2NC(C)=O)cc1 (stereo unspecified)	7	6	-8
COc1ccc(OC)c(-c2cccc(-c3ccc(NC(=O)c4ccc(F)c(Cl)c4)cc3)n2)c1	-6	-7	-7
COc1cccc(-c2cc(-c3ccc(C(=O)NCCCOC(C)C)cc3)[nH]n2)c1	26	-4	-7
COc1ccc(OC)c(S(=O)(=O)Nc2ccccc2C(=O)NC2CCCCC2)c1	1	-4	-6
COc1ccc(Cn2cnc3c4cc(F)ccc4n(CC(=O)NCCC4=CCCCC4)c3c2=O)cc1	/	-8	-7
COc1cc(CNC(=O)CCC2CCCCC2)ccc1OCC1CCCO1 (stereo unspecified)	-8	-5	/
COc1ccc(-c2[nH]ncc2CN(C)CCn2nc(C)cc2C)cc1F	20&2	-7&1	-3
CCC(C)NC(=O)C1CCC(c2ccc(F)cc2)N(C(=O)c2ccccc2)C1 (stereo unspecified)	5	-16	/
Cc1ccc(C)c(OC(C)C(=O)NCC2(Cn3cccn3)CC2)c1 (stereo unspecified)	3	-6	/
O=C1OC(/C=C/c2cccc([N+](=O)[O-])c2)=NC/1=C\c1coc2ccccc2c1=O	6	-7	-5
Cc1ccccc1CC(=O)N1CCC(n2nc(-c3ccccc3)cc2-c2ccccc2)CC1	25	-4	-2
CCCCC(CC)CNc1ncnc2sccc12 (stereo unspecified)	17	-3	-6
Cc1ccc(C(=O)O)cc1N1C(=O)c2cccc3c([N+](=O)[O-])ccc(c23)C1=O	-8	-2	-4
Cc1ccc(OCC2CN(C(=O)c3cccnc3Cl)CCO2)cc1 (stereo unspecified)	4	3	1
O=C(c1cccs1)N1CCN(C(C(=O)N2CCOCC2)C2CCCC2)CC1 (stereo unspecified)	-3	-2	/
CN(CCC#N)C(=O)COC(=O)CN1C(=O)NC2(CCCC2)C1=O	3	-7	/
O=C(Cc1ccncc1)NCc1cccnc1Oc1ccccc1	-2	-4	/
CC1=CSC2=NS(=O)(=O)CCN12	1	-4	-6
Cn1cccc(NS(=O)(=O)c2cccc(Br)c2)c1=O	0	-6	/

Next section.
SMILES	NPYLR7 agonist	hcGAS lum	mcGAS lum
CC(C)N1C(=O)CC(NC(=O)c2cc(Cl)sc2Cl)C1=O (stereo unspecified)	4	-9	-18
CC(C)c1ccc(NC2CCCN(C(=O)Cn3cnc4ccccc4c3=O)C2)cc1 (stereo unspecified)	3	3	-4
O=S(=O)(c1cccc(F)c1)N1CCNCC1	-1	-5	/
CCCNC(=O)C(C)NC(=O)CCS(=O)(=O)c1ccc(C)cc1 (stereo unspecified)	0	-7	-8
O=c1[nH]nc(SCc2nc(-c3ccc(Cl)cc3)no2)n2nc(-c3cccs3)cc12	/	5	0
CC(=O)Nc1ccc(NC(=O)c2nnn(-c3ccccc3)c2C)cc1	-1	-2	-6
O=C(NCCCCNC(=O)c1cnccn1)c1cnccn1	5	-9	/
COc1ccc(/C=C/C2=NC(=C\c3ccc(C)cc3)/C(=O)O2)cc1	-1	4	/
CC1(C(=O)Nc2cccc3cccnc23)CCN1CC1CC1 (stereo unspecified)	11	-6	/
CCCCN(Cc1cccn1Cc1ccc(Br)cc1)C(=O)CN(CCCOC)S(=O)(=O)c1cc(Cl)ccc1Cl	-4	3	-1
CC1(C2CC2)NC(=O)N(CC(=O)N(Cc2cccnc2)c2ccc3c(c2)OCO3)C1=O (stereo unspecified)	9	-4	-6
CCCCN(C(C)=O)c1c(CC)nc2ccc(C(=O)NCc3ccc(OC)cc3)cn12	14	-5	-3
N#Cc1ccc(S(=O)(=O)N2CCNCC2)cc1	-1	-5	-5
CCCCCCCCN=C(NC(=O)c1ccc(OC)cc1)OC	11	-2	-6

Three entries picked at random from those above:
SMILES	NPYLR7 agonist	hcGAS lum	mcGAS lum
O=C(c1cccs1)N1CCN(C(C(=O)N2CCOCC2)C2CCCC2)CC1 (stereo unspecified)	-3	-2	/
CCc1ccc(C(=O)N2CCC3(CC2)OCC(C(=O)N2CCCC2)N3C(=O)c2cccc(C)c2)cc1 (stereo unspecified)	0	-7	-6
O=c1[nH]c(/C(Cl)=C/c2ccsc2)nc2cc(C(F)(F)F)ccc12	0&6	-4&-11	-8
